TrxR1 inh = inhibitors of rat thioredoxin reductase 1 | O89049 | recombinant rTrxR1, NADPH fluorescence consumption, selenite substrate | Potency, µM (top dose mostly 114 µM), for inactives: at the top dose activity change, negative = inhibition, usual class: inhibitors | 390,000 tested, 1% active; note: potency is the fitted concentration of half-maximal effect; % is set by controls: 0 for no effect and ±100 for the full control effect; nearly all actives have a fitted effect of over 65% in size
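Rat TrxR1 (90 nM in the dispensed reagent) was pre-reduced with 400 uM NADPH for 5 min at room temperature, then incubated with compound for 15 min. After 400 uM selenite was added, NADPH fluorescence (Ex 340/Em 450 nm) was followed for 8 min.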
TRHR agonist = agonists of human TRH receptor; activation, % at 2 µM; 360,000 tested, 0.18% active; P34981; TRHR cells, calcium flux fluo-8, FDSS agonist mode; in the data active = activation above about 30%; note: 0% is about no effect
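Steps: seed TRHR cells overnight; add fluo-8 no-wash Ca dye, RT 30 min–1.5 h; record 10 s baseline; pin-transfer compounds; monitor fluorescence 1 cycle/s for the agonist window. Calcium increases flag candidate agonists.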
mIDH1 inhibitor = inhibitors of human mutant IDH1 R132H. AID 602179. 390,000 tested, 0.093% active. Potency, µM (doses to about 76.6 µM), for the others: at the top dose activity change, negative = inhibition, hits mostly inhibitors. IDH1-R132H enzyme, NADPH consumption, diaphorase/resazurin fluorescence. O75874; note: potency is the fitted concentration of half-maximal effect; % is set by controls: 0 for no effect and ±100 for the full control effect; nearly all actives have a fitted effect of over 65% in size
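IDH1-R132H (0.5 ug/mL) preincubated 30 min with compound, then NADPH (0.016 mM) and alpha-KG (2 mM) added; 80 min at RT, pH 7.5. Remaining NADPH coupled via diaphorase/resazurin to fluorescence (540/590 nm); concentration-response curves normalized to no-enzyme control.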
D2 antag = antagonizes the human D2 dopamine receptor | inhibition, % at 10 µM | HEK293 TREx D2 cells, calcium flux, dopamine EC80 | AID 485344 | 340,000 tested, 2% active; in the data active = inhibition above about 30%; note: 0% is about no effect
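Calcium mobilization kinetics were recorded at 1 s intervals in tetracycline-induced HEK293 T-REx D2 cells, first for 180 s after compound addition and then 180 s after EC80 dopamine.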
USP1-UAF1 inh = blocks the human USP1/UAF1 deubiquitinase complex; AID 743255; Potency, µM (highest dose often 57.1 µM), for inactives: top-dose activity change, negative = inhibition, hits mostly inhibitors; O94782; recombinant USP1/UAF1, Ub-Rhodamine cleavage fluorescence; 390,000 tested, 0.23% active; note: potency is the fitted concentration of half-maximal effect; % is set by controls: 0 for no effect and ±100 for the full control effect; nearly all actives have a fitted effect of over 60% in size; inactives centre near -12
Target sequence (O94782 whole entry, looked up): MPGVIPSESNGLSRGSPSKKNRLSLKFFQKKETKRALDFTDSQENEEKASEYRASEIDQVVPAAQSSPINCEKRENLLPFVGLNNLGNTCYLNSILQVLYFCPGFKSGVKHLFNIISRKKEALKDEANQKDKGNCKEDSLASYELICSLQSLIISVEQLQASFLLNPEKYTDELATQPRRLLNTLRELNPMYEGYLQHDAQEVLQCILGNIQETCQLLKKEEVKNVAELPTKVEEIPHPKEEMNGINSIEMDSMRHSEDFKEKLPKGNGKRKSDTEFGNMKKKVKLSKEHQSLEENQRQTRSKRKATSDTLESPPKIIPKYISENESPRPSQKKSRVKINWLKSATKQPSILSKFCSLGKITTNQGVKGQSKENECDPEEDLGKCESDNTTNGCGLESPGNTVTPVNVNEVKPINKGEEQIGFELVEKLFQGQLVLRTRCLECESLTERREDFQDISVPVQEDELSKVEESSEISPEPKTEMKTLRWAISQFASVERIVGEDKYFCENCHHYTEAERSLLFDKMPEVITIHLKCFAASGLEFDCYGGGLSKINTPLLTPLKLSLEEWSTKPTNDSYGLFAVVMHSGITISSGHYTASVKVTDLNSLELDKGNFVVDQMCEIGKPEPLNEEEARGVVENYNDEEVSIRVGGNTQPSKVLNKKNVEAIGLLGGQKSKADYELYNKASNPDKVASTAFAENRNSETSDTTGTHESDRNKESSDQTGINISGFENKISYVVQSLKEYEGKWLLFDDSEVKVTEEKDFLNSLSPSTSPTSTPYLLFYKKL
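High-throughput fluorogenic screen: 1nM USP1/UAF1 complex, Ub-Rho substrate 150nM final, 50mM HEPES pH 7.8 with 0.5mM EDTA, 0.1 mg/ml BSA, 1mM TCEP and 0.01% Tween-20.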
TRHR PAM = TRH receptor (human) allosteric enhancement; P34981; TRHR cells, fluo-8 calcium fluorescence, EC20 TRH enhancement; enhancement, % at 2 µM; 360,000 tested, 0.66% active; in the data active = enhancement above about 30%; note: 0% is about no effect
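TRHR-expressing cells loaded with fluo-8 calcium dye were read kinetically (ex 480/em 530) during compound addition, then stimulated with an EC20 of TRH (10 nM final). Enhancement of the Gq-mediated intracellular calcium response was scored.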
D2 agonist = agonists of human D2 dopamine receptor; activation, % at 2 µM; HEK293 T-REx D2 cells, calcium flux agonist mode; 340,000 tested, 0.53% active;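 active = activation over 3 SD above normal in the single-dose calcium agonist read, cut at about 30% in these data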; note: 0% is about no effect
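Calcium-flux readout, 1 cycle/sec over 180 s following compound pin transfer, in inducible HEK293 Trex D2 cells (force-coupled); dopamine controls included. Positive calcium responses during this window marked compounds as potential agonists.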
PI4K2A inh = inhibitors of human PI4K2A. purified PI4K2A, ADP-Glo luminescence, 1 h; hits give low values. activity change, negative = inhibition, % at 76.9 µM. 420,000 tested, 0.13% active; in the data active = activity change below about -50%; inconclusive = mostly about -30% to -49%;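 note: -100% = wells without enzyme as full effect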
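In this quantitative HTS, ADP production by PI4K2A was quantified luminescently after 1 h at ambient temperature; 100 microM adenosine served as plate-quality control.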
TrxR1 substrate = substrates of rat thioredoxin reductase 1. purified TrxR1 substrate turnover, NADPH consumption readout. Potency, µM (top dose mostly 114 µM), without a hit: at the top dose activity change, negative = substrate turnover. AID 588456. 390,000 tested, 0.01% active. O89049; note: potency is the fitted concentration of half-maximal effect; % is set by controls: 0 for no effect and ±100 for the full control effect; nearly all actives have a fitted effect of over 50% in size
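Rat TrxR1, dispensed at 90 nM, was prereduced with 400 uM NADPH (final) for 5 min at ~22 deg C, then incubated with compound 15 min before 400 uM selenite. A first-read NADPH fluorescence drop versus no-compound background flagged substrates.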
* marks the source's active call; other numbers are inactive results; u = inconclusive; x = not tested or not shown; & = joins results of further samples; [ ] = another dose, or the depositor's remark. Unless noted, calls come from the whole dose curve; as a rule, active = well fitted inhibition curve with a large enough effect; inconclusive = small, poorly fitted or top-dose-only effect; inactive = no such curve, though single readings can be large or run the other way.

SMILES	TrxR1 inh	TRHR agonist	mIDH1 inhibitor	D2 antag	USP1-UAF1 inh	TRHR PAM	D2 agonist	PI4K2A inh	TrxR1 substrate
Cc1ccc(N(C(=O)CNC(=O)c2ccco2)C(C(=O)NC2CCCC2)c2ccncc2)c(C)c1 (stereo not given)	4%	-0.5	11%	-2	-3%	6	0.4	-2	-2%
CC(NC(=O)Cn1c(=O)oc2cc(S(=O)(=O)NCc3ccccc3)ccc21)c1ccccc1 (stereo not given)	6%	-0.2	-4%	x	-22%	3	-0.6	-4	-2%
COc1ccc(Cn2c(=S)[nH]c3ccccc32)cc1	2%	2.1	-6%	-5	-20%	1	-0.8	-3	7%[57.1 µM]
CCOC(=O)C(NC(C)=O)(Nc1cccc(F)c1)C(F)(F)F (stereo not given)	8%[57.1 µM]	-0.2	2%	x	7%	-3	x	2	-5%
Cc1ccc2nc(-c3ccc(NC(=O)CCS(=O)(=O)c4ccccc4)cc3)sc2c1	9%	0.8	-12%	-12	2%	16	0.9	4	32%[activator]
O=C(Cc1ccccc1)Nc1ccc(NC(=O)c2cccnc2)cc1	16%	0.0	-7%	-11	-17%	8	0.0	-7	8%
CCOc1ccc(C(C)=O)cc1COC(=O)c1cccnc1SC	11%[57.1 µM]	-0.8	-5%	-23	u	1	-3.4	4	7%[57.1 µM]
Cc1ccc(S(=O)(=O)N2CCC(NC(=O)OC(C)C)CC2)cc1	8%[57.1 µM]	0.0	2%	4	6%	3	-0.3	-2	9%[57.1 µM]
Nn1c(Cc2ccc(F)cc2)n[nH]c1=S	-17%[57.1 µM]	1.0	7%	x	-7%	19	x	-3	-8%
CC1CN(C(=O)c2cc(F)c(F)cc2Cl)CC(C)O1 (stereo not given)	6%	x	7%	x	-5%	x	x	-10	3%
CCOC(=O)C1CCCN(S(=O)(=O)c2cc3c(cc2C)NC(=O)CO3)C1 (stereo not given)	-6%	0.3	-7%	x	-4%	17	-0.2	-5	-16%
COc1ccc(OC)c(NC(=O)CCNS(=O)(=O)c2cc(Br)cnc2N)c1	17%	-0.5	-1%	-17	-25%	11	-0.4	-3	4%
Cc1cc(SCC(=O)c2cccs2)nc2ccccc12	-17%	2.2	2%	-1	u	-2	1.9	1	-7%
CCCCn1c(SCC(=O)NC2CCS(=O)(=O)C2)nnc1-c1ccc(OC)cc1 (stereo not given)	11%	-0.2	0%	-2	4%	3	0.3	-2	-2%
COc1cc(/C=C(\C#N)C(=O)NC(C)C)cc(Cl)c1O	3%[57.1 µM]	3.9	17%	10	-23%	-3	2.4	-4	-9%[57.1 µM]
O=C(NCC1CCCO1)c1cc2c(s1)CCCC2 (stereo not given)	10%	-0.8	-4%	24	-22%	-1	-0.2	-2	4%
Cc1ccc(S(=O)(=O)N/N=C/c2c(C)nn(-c3ccccc3)c2C)cc1	12%[57.1 µM]	0.2	2%	11	-5%	-9	0.0	8	6%[57.1 µM]
CN(c1cccc(NC(=O)c2ccccc2N(C)S(=O)(=O)c2ccccc2)c1)S(C)(=O)=O	0%	0.2	-1%	6	-15%	-4	-0.2	-4	-5%
CCCC(=O)Nc1nnc(SCc2cc(=O)n3ccccc3n2)s1	1%[57.1 µM]	-0.6	16%	x	-2%	-1	-1.0	-6	-2%[57.1 µM]
CC1CCCC(NC(=O)COC(=O)c2ccc(Cl)nc2)C1C (stereo not given)	7%	0.2	3%	-4	-2%	5	0.2	2	3%
COc1ccccc1N(Cc1cc2cccc(C)c2[nH]c1=O)C(=O)C(C)C	3%[57.1 µM]	0.0	-4%	x	-13%	-1	x	2	7%[57.1 µM]
Cc1ccc(NC(=O)Nc2ccc3snnc3c2)cc1C	-10%	1.3	12%	x	-27%	8	-0.6	4	-9%
COc1ccc(C2CC(c3cccs3)=NN2C(=O)CCl)cc1OC (stereo not given)	7.9µM*	0.4	-4%	7	-15%	13	1.0	6	0%
CCN(CC)S(=O)(=O)c1ccc(N2CC(C(=O)NCCc3ccc(Cl)cc3)CC2=O)cc1 (stereo not given)	18%	-0.1	7%	2	-16%	-1	-0.3	2	8%
O=C(Oc1ccc(Cl)c2ccccc12)N1CCCCC1	15%	0.4	4%	56*	-23%	-5	-0.7	1	8%[57.1 µM]

Arranged by the number under PI4K2A inh (ascending): some entries from above
SMILES | TrxR1 inh | D2 antag | USP1-UAF1 inh | TRHR PAM | PI4K2A inh | TrxR1 substrate
O=C(Cc1ccccc1)Nc1ccc(NC(=O)c2cccnc2)cc1 | 16% | -11 | -17% | 8 | -7 | 8%
COc1ccc(Cn2c(=S)[nH]c3ccccc32)cc1 | 2% | -5 | -20% | 1 | -3 | 7%[57.1 µM]
CCCCn1c(SCC(=O)NC2CCS(=O)(=O)C2)nnc1-c1ccc(OC)cc1 (stereo not given) | 11% | -2 | 4% | 3 | -2 | -2%
CCOc1ccc(C(C)=O)cc1COC(=O)c1cccnc1SC | 11%[57.1 µM] | -23 | u | 1 | 4 | 7%[57.1 µM]

Entries of single compounds from above:
Cc1ccc2nc(-c3ccc(NC(=O)CCS(=O)(=O)c4ccccc4)cc3)sc2c1 is listed with TrxR1 inh = 9%; TRHR agonist = 0.8; mIDH1 inhibitor = -12%; D2 antag = -12; USP1-UAF1 inh = 2%; TRHR PAM = 16; D2 agonist = 0.9; PI4K2A inh = 4; TrxR1 substrate = 32%[activator]
CCN(CC)S(=O)(=O)c1ccc(N2CC(C(=O)NCCc3ccc(Cl)cc3)CC2=O)cc1 (stereo not given) is listed with TrxR1 inh = 18%; TRHR agonist = -0.1; mIDH1 inhibitor = 7%; D2 antag = 2; USP1-UAF1 inh = -16%; TRHR PAM = -1; D2 agonist = -0.3; PI4K2A inh = 2; TrxR1 substrate = 8%

(more compounds)
SMILES	TrxR1 inh	TRHR agonist	mIDH1 inhibitor	D2 antag	USP1-UAF1 inh	TRHR PAM	D2 agonist	PI4K2A inh	TrxR1 substrate
Cc1ccc(C(=O)Nc2ccccc2N2CCCCC2)o1	29%	0.4	-12%	16	-18%	-14	0.4	3	5%
O=C(c1ccc(-c2ccccc2)cc1)N1CCC(C(=O)N2CCCC2)CC1	12%	-0.3	-1%	x	u	-6	x	-3	10%
COc1cc(OC)cc(C(=O)NC(C(=O)NNC(=O)c2cc(Cl)ccc2OC)C(C)C)c1 (stereo not given)	15%	0.4	6%	22	-23%	3	0.1	0	2%
CCOC(=O)c1ccc(Nc2nc(N)c3cc(OC)c(OC)cc3n2)cc1	9%&-1%	-0.5&-0.3	15%&-2%	-10	-19%&4%	-7&1	-0.1&-0.9	-3&-9	6%&6%
N#C/C(=C/c1cn(CC(=O)O)c2ccccc12)C(=O)NCc1ccccc1	16%[57.1 µM]	1.0	8%	2	-19%	-3	0.9	2	7%[57.1 µM]
COc1ccccc1N1CCN(Cc2ccc(C(=O)O)cc2)CC1	13%	0.6	-3%	-2	-17%	3	1.0	8	-1%
O=C1CSC(c2ccccc2Cl)N1 (stereo not given)	21%	-0.2	0%	6	-17%	-5	-0.2	4	14%
Nn1c(SCC(=O)Nc2ccc(OC(F)F)cc2)nnc1-c1ccco1	7%	0.2	-3%	2	-7%	2	-0.2	6	1%
CCc1ccc(C2=NN(CCC(=O)NC(C)CCc3ccccc3)C(=O)CC2)cc1 (stereo not given)	14%	1.1	0%	17	-8%	-5	-0.5	2	-2%
NC(=O)C[C@@H]1NC(=O)[C@H](CCC(=O)O)NC(=O)c2cc([N+](=O)[O-])cc(I)c2OCC[C@@H](C(N)=O)NC1=O	-14%	0.1	8%	3	-19%	-1	0.0	-1	-6%
CC(=O)NC1(C(Cl)(Cl)Cl)Oc2ccccc2O1	19%	1.5	7%	15	-14%	5	0.1	6	4%
Fc1ccc(NC(=S)Nc2ccc(Br)cc2)cc1	-21%[57.1 µM]	0.0	24%	11	-9%	0	0.0	5	9%[57.1 µM]
C[C@@]12C(=O)N(c3ccc(F)cc3)C(=O)N1[C@@H]1c3ccccc3OC[C@@H]1[C@H]2c1ccccc1	19%[57.1 µM]	-0.4	-9%	-3	-18%	-5	0.7	2	-6%
Cc1ccc(-c2nnc(Nc3cccc(O)c3)c3ccccc23)cc1S(=O)(=O)NCC1CCCO1 (stereo not given)	11%	-0.6	-14%	x	-25%	3	-1.9	1	-2%
CCC(C)(C)NC(=O)c1ccccc1Oc1ccccc1	23%	0.1	10%	-2	-24%	0	-0.5	-4	15%
Cc1cccc(NC(=S)NCc2ccc(F)cc2)c1	-17%	-0.2	3%	2	-6%	6	2.7	3	-14%
CCn1c(CNC(=O)c2cccnc2)cc2ccccc21	13%	0.0	2%	0	-8%	-1	0.2	-8	-2%
COn1c(-n2nc(C)cc2C)nc2ccccc2c1=O	8%[57.1 µM]	-1.9	1%	-10	-19%	1	0.3	6	9%[57.1 µM]
CCN(CC)CCC(c1ccc(OC)cc1)c1c(O)cc(OC)cc1OC (stereo not given)	1%&-18%	0.2	-4%	1	-23%	-3	0.7	-4	0%&-10%

As a working copy, some entries already given:
SMILES	TrxR1 inh	TRHR agonist	mIDH1 inhibitor	D2 antag	USP1-UAF1 inh	TRHR PAM	D2 agonist	PI4K2A inh	TrxR1 substrate
CCC(C)(C)NC(=O)c1ccccc1Oc1ccccc1	23%	0.1	10%	-2	-24%	0	-0.5	-4	15%
Cc1cccc(NC(=S)NCc2ccc(F)cc2)c1	-17%	-0.2	3%	2	-6%	6	2.7	3	-14%
CCn1c(CNC(=O)c2cccnc2)cc2ccccc21	13%	0.0	2%	0	-8%	-1	0.2	-8	-2%
COn1c(-n2nc(C)cc2C)nc2ccccc2c1=O	8%[57.1 µM]	-1.9	1%	-10	-19%	1	0.3	6	9%[57.1 µM]
CCN(CC)CCC(c1ccc(OC)cc1)c1c(O)cc(OC)cc1OC (stereo not given)	1%&-18%	0.2	-4%	1	-23%	-3	0.7	-4	0%&-10%

Screens as filed in PubChem BioAssay.

Compounds as they come; any-hit rate near 3.9%.
